PP1 inh: counter-screen for PP5 inhibitors: inhibitors of human PP1-alpha. P62136. purified PP1alpha, OMFP fluorescence. inhibition, % at 6.7 µM. actives 0.9% (n = 320,000). AID 2235;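 active means inhibition above the mean inhibition of all tested compounds plus 3 SD, computed separately for each screening campaign, cut at about 15% in these data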
Target sequence (P62136 whole entry, looked up): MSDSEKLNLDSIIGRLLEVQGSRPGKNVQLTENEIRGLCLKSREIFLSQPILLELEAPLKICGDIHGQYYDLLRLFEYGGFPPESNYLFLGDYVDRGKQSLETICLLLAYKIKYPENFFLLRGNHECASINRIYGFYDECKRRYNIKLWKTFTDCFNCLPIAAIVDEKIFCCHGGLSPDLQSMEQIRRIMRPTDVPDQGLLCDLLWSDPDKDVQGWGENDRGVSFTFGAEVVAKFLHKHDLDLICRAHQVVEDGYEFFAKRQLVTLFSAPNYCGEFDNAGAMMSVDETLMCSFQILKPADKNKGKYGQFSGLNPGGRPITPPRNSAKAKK
HCV core dimer: blocks dimerization of HCV core protein; actives 0.33% (n = 300,000); TR-FRET GST/Flag-core106 dimerization, 1536-well; inhibition, % at 5 µM;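 active means inhibition above the mean of all tested compounds plus 3 SD, set per screening campaign, cut at about 45% in these data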
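assay system = GST-tagged and Flag-tagged HCV core protein residues 1-106 | controls = unlabelled core106 and no-GST-core106 wells | incubation = compound-protein-antibody incubation 4 h at 22.5 °C | probe or stimulus = Eu donor and XL665 acceptor anti-tag antibodies | read-out = % inhibition based on acceptor/donor emission ratio | signal = TR-FRET 671 and 617 nm emission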
Efflux pump inh: antifungal efflux pump inhibition, Nile Red retention; S. cerevisiae Candida pump triplex; inhibition, % at 10 µM; actives 0.44% (n = 330,000);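 active means plate passing quality check with inhibition over a set limit, or well fluorescence over plate mean plus 4 SD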;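 further: Nile Red retained in pooled yeast measured as flow cytometry median fluorescence; 0% = buffer negative control and 100% = Enniatin B positive control; higher means more Nile Red kept so more efflux inhibition; some compounds called inactive have numbers as strong as hits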
TPT1 inhibitor: C. albicans TPT1 enzyme inhibition; recombinant caTPT1, FP RNA substrate dephosphorylation; AID 1962; inhibition, % at 5 µM; actives 0.81% (n = 300,000);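 active means inhibition above the mean of all tested compounds plus 3 SD, set per screening campaign, cut at about 24% in these data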;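 further: plate controls were DMSO alone for no effect and ferristatin control at 100 nM for full effect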
Fh CTSL1 inh: counter-screen for PFM18AAP inhibitors: inhibitors of F. hepatica cathepsin L1; AID 1906; inhibition, % at 5.96 µM; actives 0.49% (n = 300,000); recombinant F. hepatica cathepsin L1, Z-Leu-Arg-MCA fluorescence;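 active means inhibition above the mean of all tested compounds plus 3 SD, set per screening campaign, cut at about 17% in these data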;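 further: 0% = plate median of test compound wells and 100% = 1 µM Z-Phe-Ala-diazomethylketone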
proCasp7 act: counter-screen: procaspase-7 (human) activation; P55210; recombinant procaspase-7, Ac-DEVD-pNA absorbance 405 nm; D23A/D198A/D206A triple mutant, cannot self-cleave; scale: DMSO 0, 5 µM enzyme 100; activation, % at 8.5 µM; actives 0.093% (n = 330,000); AID 463210;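 active means percent activation above the screen-wide mean plus 3 SD, cut at about 25% in these data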
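signal = Epi-absorbance of released pNA at 405 nm, two timepoints | assay system = Uncleavable procaspase-7 mutant enzyme | reagent = Ac-DEVD-pNA substrate, 400 µM as added | times = 1 h enzyme–compound preincubation and 2 h substrate reaction, both 25 °C | benchmarks = low DMSO alone, high DMSO plus 5 µM PC-7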
PP5 inh: blocks human protein phosphatase 5 activity. actives 0.18% (n = 320,000). inhibition, % at 6.7 µM. purified PP5c, OMFP substrate fluorescence;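 active means inhibition above the campaign's mean inhibition across all tested compounds plus 3 SD, cut at about 9.5% in these data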;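 further: 0% = DMSO only and 100% = 100 µM cantharidin control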
Target sequence (P53041 whole entry, looked up): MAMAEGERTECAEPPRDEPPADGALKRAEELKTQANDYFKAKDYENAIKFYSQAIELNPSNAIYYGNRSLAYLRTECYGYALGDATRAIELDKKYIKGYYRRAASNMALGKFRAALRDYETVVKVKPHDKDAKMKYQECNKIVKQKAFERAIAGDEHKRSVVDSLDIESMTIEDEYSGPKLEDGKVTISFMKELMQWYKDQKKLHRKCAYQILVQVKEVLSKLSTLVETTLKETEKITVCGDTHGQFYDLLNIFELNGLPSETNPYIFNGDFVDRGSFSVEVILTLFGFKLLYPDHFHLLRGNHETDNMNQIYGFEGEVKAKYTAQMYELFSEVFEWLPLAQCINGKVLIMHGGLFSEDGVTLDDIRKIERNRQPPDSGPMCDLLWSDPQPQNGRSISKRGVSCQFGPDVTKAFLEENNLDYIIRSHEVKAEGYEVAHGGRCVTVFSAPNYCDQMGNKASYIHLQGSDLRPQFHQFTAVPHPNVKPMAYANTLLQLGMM
JMJD2C inh: human JMJD2C demethylase inhibition; GST-JMJD2C(1-420) H3K9me3 demethylation, DELFIA europium; actives 0.069% (n = 330,000); inhibition, % at 2.35 µM; AID 2099; Q9H3R0;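 active means more than half of a compound's replicate wells show inhibition beyond 50%, single wells judged on their own value; inconclusive means some, but no more than half, of replicates pass 50% inhibition; inactive means no replicate passes 50% inhibition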;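 further: signal counts dimethyl H3K9 product captured on neutravidin plate; 0% = median of DMSO wells and 100% = 0.3 times that DMSO median; strong numbers were not always called active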
procasp3 activ: activators of human procaspase-3 | recombinant procaspase-3 D3A, Ac-DEVD-pNA absorbance 405 nm | activation, % at 8.5 µM | P42574 | actives 0.11% (n = 330,000) | AID 463141;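 active means activation above the mean of all tested compounds plus 3 SD, cut at about 21% in these data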;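 further: 0% = DMSO alone and 100% = DMSO wells spiked with extra 5 µM PC-3 D3A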
Target sequence (P42574 whole entry D9A/D28A/D175A): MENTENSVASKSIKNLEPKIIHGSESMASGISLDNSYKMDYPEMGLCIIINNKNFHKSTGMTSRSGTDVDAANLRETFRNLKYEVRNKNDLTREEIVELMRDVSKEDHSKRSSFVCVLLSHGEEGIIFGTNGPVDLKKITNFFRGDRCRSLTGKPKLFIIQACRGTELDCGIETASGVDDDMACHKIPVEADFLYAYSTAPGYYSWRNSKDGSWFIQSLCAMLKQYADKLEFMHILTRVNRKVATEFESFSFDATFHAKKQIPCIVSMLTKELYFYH
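Assay system – Procaspase-3 D3A mutant, all three cleavage aspartates alanine · Controls – DMSO-only low control, 5 µM PC-3 D3A high control · Schedule – 1 h compound preincubation, 2 h substrate hydrolysis at 25 °C · Signal – 405 nm absorbance of p-nitroaniline, reads at 0 and 120 min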
* hit, by the source's call.

What do the screens show for `COc1ccnc(Oc2ccc(F)cc2)c1C(=O)N/C=N/OCc1ccc(F)cc1`?
PP1 inh: -1; HCV core dimer: -6; Efflux pump inh: -0.1; TPT1 inhibitor: 0; Fh CTSL1 inh: -5; proCasp7 act: 5; PP5 inh: 1.2; JMJD2C inh: inconclusive; procasp3 activ: 3

Results for Cc1ccc(NC(=O)CN(C)C(=O)COc2cccc3ccc(C)nc23)cc1 ?
Efflux pump inh: 0.2; proCasp7 act: 0; JMJD2C inh: 1; procasp3 activ: -6

Results for CC(=O)CCc1oc2ccc([N+](=O)[O-])cc2c1-c1ccc(C)o1 ?
PP1 inh: -2; HCV core dimer: 16; Efflux pump inh: 0.2; TPT1 inhibitor: -4; Fh CTSL1 inh: 0; proCasp7 act: -9; PP5 inh: 1.6; JMJD2C inh: -4; procasp3 activ: 7

What do the screens show for `COc1ccc(CC(=O)NNC(=O)CSc2nc(C)c(C)c(=O)[nH]2)cc1`?
PP1 inh: -4; HCV core dimer: -3; Efflux pump inh: 0.1; TPT1 inhibitor: -2; Fh CTSL1 inh: 2; proCasp7 act: -8; PP5 inh: 0.0; JMJD2C inh: -19; procasp3 activ: 3

How did COC(=O)c1cc(S(=O)(=O)NCc2cccc(OC)c2)cn1C do in these assays?
PP1 inh: -1; HCV core dimer: 0; Efflux pump inh: -0.3; TPT1 inhibitor: -4; Fh CTSL1 inh: 1; proCasp7 act: -4; PP5 inh: -0.4; JMJD2C inh: -1; procasp3 activ: -1

Results for COc1cccc(NC(=O)COC(=O)c2c(C)nn(-c3ccccc3)c2C)c1 ?
PP1 inh: -4; Efflux pump inh: -0.3; proCasp7 act: -5; PP5 inh: 3.7; JMJD2C inh: 7; procasp3 activ: 9

Results for CC(CC1C(C#N)=C(N)OC2=C1C(=O)CCC2)c1ccccc1 (configuration not stated) ?
PP1 inh: -3; HCV core dimer: 1; Efflux pump inh: 0.1; TPT1 inhibitor: 3; Fh CTSL1 inh: 1; proCasp7 act: 10; PP5 inh: 0.9; JMJD2C inh: -30; procasp3 activ: 2

Results for Cc1cc(C)n(-c2ccc(C(=O)NCc3cccs3)cc2)n1 ?
PP1 inh: 0; HCV core dimer: 2; Efflux pump inh: 0.1; TPT1 inhibitor: 1; Fh CTSL1 inh: -2; proCasp7 act: 16; PP5 inh: 3.0; JMJD2C inh: -12; procasp3 activ: 1

How did CCOCCc1nnc(NC(=O)CSc2ccccc2)s1 do in these assays?
PP1 inh: -6; HCV core dimer: 3; Efflux pump inh: 0.0; TPT1 inhibitor: -3; Fh CTSL1 inh: 1; proCasp7 act: -2; PP5 inh: -3.5; JMJD2C inh: 4; procasp3 activ: -1

Results for Cc1ccc(S(=O)(=O)N(C)C)cc1NC(=O)COC(=O)CNC(=O)C12CC3CC(CC(C3)C1)C2 ?
PP1 inh: -3; HCV core dimer: 2; Efflux pump inh: 0.1; TPT1 inhibitor: 1; Fh CTSL1 inh: -10; proCasp7 act: -4; PP5 inh: -1.3; JMJD2C inh: 0; procasp3 activ: 3

How did CN(CC(=O)Nc1c(Cl)cccc1Cl)C(=O)CNC(=O)c1ccc2ccccc2c1 do in these assays?
PP1 inh: -4; HCV core dimer: -1; Efflux pump inh: 0.0; TPT1 inhibitor: 1; Fh CTSL1 inh: 1; proCasp7 act: 0; PP5 inh: -1.6; JMJD2C inh: 0; procasp3 activ: 0

What do the screens show for `Cn1nccc1C(=O)N1CCc2ccccc21`?
PP1 inh: -8; HCV core dimer: -1; Efflux pump inh: 0.1; TPT1 inhibitor: 1; Fh CTSL1 inh: -2; proCasp7 act: -5; PP5 inh: 0.3; JMJD2C inh: 3; procasp3 activ: 0

Results for NS(=O)(=O)c1ccc(CNC(=O)CC23CC4CC(CC(C4)C2)C3)cc1 ?
PP1 inh: -4; HCV core dimer: -3; Efflux pump inh: 0.3; TPT1 inhibitor: 6; Fh CTSL1 inh: 3; proCasp7 act: 1; PP5 inh: 2.5; JMJD2C inh: 0; procasp3 activ: -1

How did CN(CC(=O)Nc1c(Cl)cccc1Cl)C(=O)c1ccc2nc[nH]c2c1 do in these assays?
PP1 inh: -3; HCV core dimer: -1; Efflux pump inh: 0.0; TPT1 inhibitor: -5; Fh CTSL1 inh: 1; proCasp7 act: -4; PP5 inh: -1.9; JMJD2C inh: -5; procasp3 activ: -8

What do the screens show for `CC(=O)Nc1ccc(S(=O)(=O)N2CCC(c3nc4ccc(C)cc4[nH]3)CC2)cc1`?
PP1 inh: 1; HCV core dimer: 2; Efflux pump inh: -0.2; TPT1 inhibitor: -1; Fh CTSL1 inh: -4; proCasp7 act: -2; PP5 inh: 2.3; JMJD2C inh: -12; procasp3 activ: -5

Results for CCc1c(C)nc2c(C#N)c[nH]n2c1=O ?
PP1 inh: 2; HCV core dimer: 0; Efflux pump inh: -0.1; TPT1 inhibitor: 1; Fh CTSL1 inh: 0; proCasp7 act: 4; PP5 inh: 0.3; JMJD2C inh: -18; procasp3 activ: 3

What do the screens show for `NS(=O)(=O)c1ccc(N/N=C/c2ccc(O)cc2O)c([N+](=O)[O-])c1`?
PP1 inh: -3; HCV core dimer: -23; Efflux pump inh: -0.1; TPT1 inhibitor: -1; Fh CTSL1 inh: 9; proCasp7 act: -16; PP5 inh: 1.8; JMJD2C inh: -2; procasp3 activ: 8

How did CC(C)CCn1c(=O)[nH]c2ccccc21 do in these assays?
PP1 inh: -4; HCV core dimer: 0; Efflux pump inh: 0.0; TPT1 inhibitor: -2; Fh CTSL1 inh: 6; proCasp7 act: 7; PP5 inh: 3.4; JMJD2C inh: 0; procasp3 activ: -3

Results for CC1CCN(C(C)C(=O)Nc2ccccc2-c2ccccc2)CC1 (configuration not stated) ?
PP1 inh: 1; HCV core dimer: 6; Efflux pump inh: 0.0; TPT1 inhibitor: -3; Fh CTSL1 inh: 4; proCasp7 act: 5; PP5 inh: 3.5; JMJD2C inh: 93; procasp3 activ: 9

Results for COc1cc(C#Cc2ccc3cc(CCCO)oc(=O)c3c2)cc(OC)c1 ?
PP1 inh: -3; Efflux pump inh: 0.0; proCasp7 act: -2; PP5 inh: 0.3; JMJD2C inh: 6; procasp3 activ: 1

How did Cc1ccc(Sc2cnccc2C#N)cc1 do in these assays?
PP1 inh: 0; HCV core dimer: -1; Efflux pump inh: 0.1; TPT1 inhibitor: 0; Fh CTSL1 inh: 3; proCasp7 act: 4; PP5 inh: 0.4; JMJD2C inh: 1; procasp3 activ: -1

Results for O=C(NCc1ccccc1CN1CCCC1)c1cccc(S(=O)(=O)N2CCOCC2)c1 ?
PP1 inh: 2; Efflux pump inh: 0.2; proCasp7 act: -3; PP5 inh: 2.1; JMJD2C inh: 5; procasp3 activ: 3

Results for CC(C)[C@H](NC(=O)Nc1cccc(Br)c1)C(=O)O ?
PP1 inh: 1; HCV core dimer: -4; Efflux pump inh: 0.2; TPT1 inhibitor: 4; Fh CTSL1 inh: 2; proCasp7 act: 0; PP5 inh: -6.5; JMJD2C inh: -4; procasp3 activ: 1

Results for Cc1cc(C)c2c(-n3cccc3)c(NC(=O)OCc3ccccc3)sc2n1 ?
PP1 inh: -6; HCV core dimer: 0; Efflux pump inh: 0.5; TPT1 inhibitor: 3; Fh CTSL1 inh: 0; proCasp7 act: 10; PP5 inh: 3.0; JMJD2C inh: -5; procasp3 activ: -10

Results for Clc1ccc(N/N=C/c2cccs2)nn1 ?
PP1 inh: 4; HCV core dimer: 7; Efflux pump inh: -0.1; TPT1 inhibitor: 1; Fh CTSL1 inh: 2; proCasp7 act: 4; PP5 inh: -1.3; JMJD2C inh: 0; procasp3 activ: 2

What do the screens show for `CC(C)Oc1ccccc1C1NC(=O)CCC1[N+](=O)[O-]` (configuration not stated)?
PP1 inh: 7; HCV core dimer: -6; Efflux pump inh: 1.0; TPT1 inhibitor: -2; Fh CTSL1 inh: -3; proCasp7 act: -5; PP5 inh: 0.8; JMJD2C inh: -26; procasp3 activ: -9

What do the screens show for `CCN1C(=O)CC(N2CCN(CC(=O)NC(C)C)CC2)C1=O` (configuration not stated)?
PP1 inh: 5; HCV core dimer: -5; Efflux pump inh: 0.2; TPT1 inhibitor: -2; Fh CTSL1 inh: -1; proCasp7 act: -2; PP5 inh: 1.4; JMJD2C inh: 18; procasp3 activ: -7

What do the screens show for `Cc1ccc(Cl)cc1N1CCN(C(=O)c2ccc(CS(=O)Cc3ccc(Cl)cc3)o2)CC1` (configuration not stated)?
PP1 inh: 1; HCV core dimer: 7; Efflux pump inh: 0.0; TPT1 inhibitor: -3; Fh CTSL1 inh: 2; proCasp7 act: -1; PP5 inh: 2.0; JMJD2C inh: 2; procasp3 activ: 5

Results for O=C(O)c1cccc(Nc2ccnc(Nc3cccc(C(=O)O)c3)n2)c1 ?
PP1 inh: 1; HCV core dimer: -1; Efflux pump inh: 0.0; TPT1 inhibitor: -3; Fh CTSL1 inh: -2; proCasp7 act: 8; PP5 inh: -1.8; JMJD2C inh: 57; procasp3 activ: 1

How did Cc1ccc(N(CCC#N)C(=O)COC(=O)C2CCN(S(=O)(=O)c3ccc4c(c3)OCCO4)CC2)cc1 do in these assays?
PP1 inh: -2; HCV core dimer: 4; Efflux pump inh: 0.1; TPT1 inhibitor: -2; Fh CTSL1 inh: 9; proCasp7 act: 8; PP5 inh: 4.7; JMJD2C inh: 0; procasp3 activ: 3

Taken from the listing for reference:
What do the screens show for `CCN1C(=O)CC(N2CCN(CC(=O)NC(C)C)CC2)C1=O` (configuration not stated)?
PP1 inh: 5; HCV core dimer: -5; Efflux pump inh: 0.2; TPT1 inhibitor: -2; Fh CTSL1 inh: -1; proCasp7 act: -2; PP5 inh: 1.4; JMJD2C inh: 18; procasp3 activ: -7

What do the screens show for `Cc1ccc(Cl)cc1N1CCN(C(=O)c2ccc(CS(=O)Cc3ccc(Cl)cc3)o2)CC1` (configuration not stated)?
PP1 inh: 1; HCV core dimer: 7; Efflux pump inh: 0.0; TPT1 inhibitor: -3; Fh CTSL1 inh: 2; proCasp7 act: -1; PP5 inh: 2.0; JMJD2C inh: 2; procasp3 activ: 5

Results for O=C(O)c1cccc(Nc2ccnc(Nc3cccc(C(=O)O)c3)n2)c1 ?
PP1 inh: 1; HCV core dimer: -1; Efflux pump inh: 0.0; TPT1 inhibitor: -3; Fh CTSL1 inh: -2; proCasp7 act: 8; PP5 inh: -1.8; JMJD2C inh: 57; procasp3 activ: 1

How did Cc1ccc(N(CCC#N)C(=O)COC(=O)C2CCN(S(=O)(=O)c3ccc4c(c3)OCCO4)CC2)cc1 do in these assays?
PP1 inh: -2; HCV core dimer: 4; Efflux pump inh: 0.1; TPT1 inhibitor: -2; Fh CTSL1 inh: 9; proCasp7 act: 8; PP5 inh: 4.7; JMJD2C inh: 0; procasp3 activ: 3

Compound activity from PubChem.

Rows are unselected. About 2.9% of those tested had a hit in this group.
